High-throughput results: PubChem BioAssay, Broad Institute
NSD2 block: NSD2 (human) methyltransferase inhibition | O96028 | NSD2-SET H3K36me1 DELFIA fluorescence, biochemical | inhibition, % at 12.5 µM | 0.07% of 44,000 active; in the data active = inhibition above about 54%, passing the limit was not always enough;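 also: inhibitors reduce the monomethyl H3K36 fluorescence signal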
Target sequence (O96028 whole entry, looked up): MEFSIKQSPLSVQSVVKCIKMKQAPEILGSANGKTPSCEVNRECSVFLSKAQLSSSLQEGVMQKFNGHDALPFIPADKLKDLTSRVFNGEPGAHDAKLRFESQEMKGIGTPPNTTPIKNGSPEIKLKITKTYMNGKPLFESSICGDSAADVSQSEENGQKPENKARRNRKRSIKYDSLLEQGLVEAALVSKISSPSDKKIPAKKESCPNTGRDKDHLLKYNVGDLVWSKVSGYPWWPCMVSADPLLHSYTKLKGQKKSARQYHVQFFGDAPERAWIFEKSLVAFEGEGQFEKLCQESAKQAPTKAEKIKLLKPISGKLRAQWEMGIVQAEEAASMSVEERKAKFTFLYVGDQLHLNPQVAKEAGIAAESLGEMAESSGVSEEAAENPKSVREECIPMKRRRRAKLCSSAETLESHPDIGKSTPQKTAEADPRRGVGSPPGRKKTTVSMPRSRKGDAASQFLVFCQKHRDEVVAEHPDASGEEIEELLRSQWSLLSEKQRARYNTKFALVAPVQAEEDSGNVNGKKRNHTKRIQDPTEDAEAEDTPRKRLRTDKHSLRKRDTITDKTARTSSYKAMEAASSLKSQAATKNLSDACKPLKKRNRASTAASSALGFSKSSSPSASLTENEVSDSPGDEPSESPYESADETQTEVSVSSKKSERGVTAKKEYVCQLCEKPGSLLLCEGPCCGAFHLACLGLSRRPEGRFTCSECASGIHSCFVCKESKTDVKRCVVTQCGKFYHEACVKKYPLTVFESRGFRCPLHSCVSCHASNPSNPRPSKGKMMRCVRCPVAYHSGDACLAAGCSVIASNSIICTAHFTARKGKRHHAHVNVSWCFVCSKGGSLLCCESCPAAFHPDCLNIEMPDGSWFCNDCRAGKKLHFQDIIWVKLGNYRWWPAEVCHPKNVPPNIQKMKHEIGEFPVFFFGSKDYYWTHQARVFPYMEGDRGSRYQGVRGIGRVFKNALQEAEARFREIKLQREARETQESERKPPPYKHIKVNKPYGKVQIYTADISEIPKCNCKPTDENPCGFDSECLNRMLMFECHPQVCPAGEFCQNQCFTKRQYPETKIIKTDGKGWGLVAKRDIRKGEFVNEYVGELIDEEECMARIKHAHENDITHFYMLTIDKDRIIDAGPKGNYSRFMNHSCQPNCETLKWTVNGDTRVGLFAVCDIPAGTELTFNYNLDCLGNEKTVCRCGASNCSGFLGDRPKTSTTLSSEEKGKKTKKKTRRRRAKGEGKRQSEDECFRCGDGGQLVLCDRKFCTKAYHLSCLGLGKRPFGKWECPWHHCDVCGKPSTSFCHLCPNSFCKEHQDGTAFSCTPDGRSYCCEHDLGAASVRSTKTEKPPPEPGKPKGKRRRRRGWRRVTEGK
Active calls of the source: *; & = joins results of further samples. An excerpt, so the mix of outcomes need not match the whole.

NSD2 block	canonical_smiles
1	CCCC#Cc1ccc2c(c1)O[C@H](CN(C)S(=O)(=O)c1cccc(F)c1)[C@@H](C)CN([C@@H](C)CO)S2(=O)=O
3	C[C@@H]1CN([C@H](C)CO)C(=O)CCCn2nncc2CO[C@@H]1CN(C)C(=O)c1ccc(N2CCN(C)CC2)cc1
-4	C[C@@H]1CN([C@@H](C)CO)C(=O)c2cc(/C=C/c3ccccc3)cnc2O[C@@H]1CN(C)C(=O)c1cccc(F)c1
-6	Cc1noc(C)c1NC(=O)Nc1ccc2c(c1)C(=O)N([C@@H](C)CO)C[C@H](C)[C@@H](CN(C)C)O2
-3	C[C@@H]1CN([C@H](C)CO)C(=O)c2cc(NS(C)(=O)=O)ccc2O[C@H]1CN(C)C(=O)Nc1cccc2ccccc12
19	Cc1noc(C)c1NC(=O)N(C)C[C@@H]1Oc2ncc(/C=C/c3ccccc3)cc2C(=O)N([C@@H](C)CO)C[C@H]1C
2	CC(C)(C)SCCNc1nc(Sc2ccc(Cl)cc2)nc(N2CCSCC2)n1
-3	Cc1noc(C)c1NC(=O)N(C)C[C@H]1Oc2ccc(NC(=O)Cc3cn(C)c4ccccc34)cc2CC(=O)N([C@H](C)CO)C[C@H]1C
-9	C[C@H](CO)N1C[C@H](C)[C@@H](CN(C)S(C)(=O)=O)Oc2ncc(-c3ccc(F)cc3)cc2C1=O
-1	CC(=O)N(C)C[C@@H]1Oc2ncc(C#CC(C)(C)O)cc2C(=O)N([C@@H](C)CO)C[C@H]1C
-4	CCCNC(=O)N(C)C[C@@H]1Oc2ncc(C3=CCCC3)cc2C(=O)N([C@@H](C)CO)C[C@H]1C
15	CC(C)NC(=O)N(C)C[C@H]1OCCCC[C@@H](C)Oc2ccc(NC(=O)CCC(F)(F)F)cc2C(=O)N([C@H](C)CO)C[C@@H]1C

(list continues)
NSD2 block	canonical_smiles
-2	COc1ccc(NC(=O)Nc2ccc3c(c2)C(=O)N([C@H](C)CO)C[C@H](C)[C@@H](CN(C)Cc2ccc(C(=O)O)cc2)OCCCC[C@@H](C)O3)cc1
4	CNC[C@@H]1Oc2cc(C#Cc3ccncc3)ccc2S(=O)(=O)N([C@H](C)CO)C[C@H]1C
0	COc1ccc(S(=O)(=O)N(C)C[C@@H]2Oc3ccc(NC(=O)Cc4cn(C)c5ccccc45)cc3CC(=O)N([C@H](C)CO)C[C@@H]2C)cc1
6	C[C@H](CO)N1C[C@H](C)[C@@H](CN(C)S(=O)(=O)c2ccccc2)Oc2ccc(NS(=O)(=O)c3cn(C)cn3)cc2C1=O
2&3	O=C(C1=C[C@@H](c2ccccc2)C[C@@H](OCc2ccc(CO)cc2)O1)N1CCN(Cc2ccc3c(c2)OCO3)CC1
-1	COc1ccc(NC(=O)Nc2ccc3c(c2)C(=O)N([C@@H](C)CO)C[C@@H](C)[C@H](CN(C)S(=O)(=O)c2ccc(C)cc2)OCCCC[C@@H](C)O3)cc1
2	CC(=O)N(C)C[C@H]1Oc2cc(C#Cc3ccncc3)ccc2S(=O)(=O)N([C@H](C)CO)C[C@H]1C
-6	C[C@H]1CN([C@@H](C)CO)C(=O)c2cc(C#CC(C)(C)O)cnc2O[C@H]1CN(C)Cc1cccc(F)c1
6	CCC(=O)N(C)C[C@H]1Oc2cc(-c3ccccc3OC)ccc2S(=O)(=O)N([C@H](C)CO)C[C@@H]1C
-1	Cc1noc(C)c1S(=O)(=O)N(C)C[C@@H]1Oc2ccc(NC(=O)C3CC3)cc2CC(=O)N([C@@H](C)CO)C[C@H]1C
7	Cc1noc(C)c1S(=O)(=O)N(C)C[C@@H]1OCCCC[C@H](C)Oc2ccc(NC(=O)CCCN(C)C)cc2C(=O)N([C@H](C)CO)C[C@@H]1C
-5	C[C@@H]1CN([C@@H](C)CO)C(=O)c2cc(NS(=O)(=O)c3ccc(Cl)cc3)ccc2O[C@@H](C)CCCCO[C@@H]1CN(C)C(=O)c1ccccc1

New compounds follow
NSD2 block	canonical_smiles
1	CC(C)NC(=O)N(C)C[C@@H]1OCCCC[C@H](C)Oc2ccc(NS(=O)(=O)c3ccccc3)cc2C(=O)N([C@@H](C)CO)C[C@@H]1C
4	COc1ccc([Si](C)(C)[C@@H]2[C@@H](CC(=O)N3CCC[C@H]3CO)O[C@]3(C(=O)N(Cc4ccc(I)cc4)c4ccccc43)[C@H]2C)cc1
30	C[C@@H]1CN([C@H](C)CO)C(=O)c2cc(NC(=O)Cc3cn(C)c4ccccc34)ccc2O[C@H]1CN(C)Cc1ccc(Oc2ccccc2)cc1
3	COc1ccc(S(=O)(=O)N(C)C[C@@H]2Oc3ccc(NS(=O)(=O)c4cn(C)cn4)cc3C(=O)N([C@@H](C)CO)C[C@H]2C)cc1
5	C[C@@H]1CCCCO[C@@H](CN(C)C(=O)Nc2ccc3c(c2)OCO3)[C@H](C)CN([C@H](C)CO)C(=O)c2cc(NC(=O)Nc3ccc(C(F)(F)F)cc3)ccc2O1
-1	C[C@@H]1CN([C@H](C)CO)C(=O)c2cccc(NS(=O)(=O)c3ccccc3)c2O[C@@H]1CN(C)C(=O)Nc1ccc2c(c1)OCO2
3	C[C@H]1CN([C@@H](C)CO)C(=O)Cc2cc(NC(=O)CCCCCC(=O)Nc3ccccc3N)ccc2O[C@@H]1CN(C)S(=O)(=O)c1ccc(F)cc1
3	C[C@H](CO)N1C[C@H](C)[C@@H](CN(C)Cc2ccncc2)Oc2ccc(NS(=O)(=O)c3cccs3)cc2C1=O
-2	CNC[C@H]1Oc2cc(C#Cc3ccccc3F)ccc2S(=O)(=O)N([C@H](C)CO)C[C@@H]1C
4	CN(C)CC(=O)Nc1ccc2c(c1)[C@H]1C[C@@H](CC(=O)NCc3ccc(-c4ccccc4)cc3)O[C@H](CO)[C@H]1O2
2	CN1C2CCC1CC(NC(=O)c1nn(C)c3ccccc13)C2 (stereo not drawn)
-16	C[C@@H]1CCCCO[C@@H](CN(C)Cc2ccccc2)[C@H](C)CN([C@@H](C)CO)C(=O)c2cc(NS(=O)(=O)c3ccccc3)ccc2O1

(list continues)
NSD2 block	canonical_smiles
-3	C[C@H]1CN([C@@H](C)CO)C(=O)c2cc(C#CCC3CCCC3)cnc2O[C@@H]1CN(C)C(=O)CN(C)C
-3	C[C@H]1CN([C@@H](C)CO)C(=O)Cc2cc(NC(=O)C3CC3)ccc2O[C@H]1CN(C)S(=O)(=O)c1cn(C)cn1
4	C[C@@H]1CCCCO[C@H](CN(C)C(=O)CCC(F)(F)F)[C@H](C)CN([C@@H](C)CO)C(=O)c2cc(N(C)C)ccc2O1
-7	C[C@@H]1CN([C@H](C)CO)C(=O)c2cccc(N(C)C)c2O[C@@H]1CN(C)C(=O)NC1CCCCC1
-3	C[C@H](CO)N1C[C@H](C)[C@H](CN(C)S(=O)(=O)c2cccs2)Oc2ncc(C#Cc3ccc(C(F)(F)F)cc3)cc2C1=O
-5	C[C@@H]1CN([C@H](C)CO)C(=O)Cc2cc(NC(=O)CCCN(C)C)ccc2O[C@H]1CN(C)CC1CCCCC1
4	C[C@H](CO)N1C[C@H](C)[C@@H](CN(C)S(=O)(=O)c2ccc(Oc3ccccc3)cc2)OCc2cnnn2CCCC1=O
-1	COc1ccc(NC(=O)N(C)C[C@@H]2Oc3c(NS(=O)(=O)c4ccc(C)cc4)cccc3C(=O)N([C@@H](C)CO)C[C@H]2C)cc1
1	C[C@H]1CN([C@@H](C)CO)C(=O)c2cc(/C=C/c3ccccc3)cnc2O[C@@H]1CN(C)Cc1cccc(C(=O)O)c1
8	CNC[C@@H]1OCCCC[C@H](C)Oc2ccc(NC(=O)CCC(F)(F)F)cc2C(=O)N([C@H](C)CO)C[C@@H]1C
12	CCC(=O)N(C)C[C@@H]1Oc2cc(C#CC3CCCC3)ccc2S(=O)(=O)N([C@@H](C)CO)C[C@@H]1C
-3	COCC(=O)N(C)C[C@@H]1Oc2cc(-c3ccc(F)cc3)ccc2S(=O)(=O)N([C@H](C)CO)C[C@@H]1C

(cont.)
NSD2 block	canonical_smiles
-8	COc1cccc(S(=O)(=O)Nc2ccc3c(c2)[C@@H]2C[C@H](CC(=O)NCC(F)(F)F)O[C@@H](CO)[C@@H]2O3)c1
4	C[C@@H]1CN([C@H](C)CO)C(=O)Cc2cc(NS(=O)(=O)c3ccccc3)ccc2O[C@H]1CN(C)Cc1ccccc1
1	C[C@H](CO)N1C[C@H](C)[C@@H](CN(C)Cc2ccc(C(=O)O)cc2)Oc2ccc(NC(=O)Cn3cnnn3)cc2CC1=O
-3	C[C@H]1CN([C@@H](C)CO)C(=O)c2cc(NC(=O)Nc3ccc(F)cc3)ccc2O[C@H]1CN(C)Cc1ccc(Cl)c(Cl)c1
3	COc1ccc(S(=O)(=O)N(C)C[C@@H]2Oc3cc(-c4cccc(F)c4)ccc3S(=O)(=O)N([C@H](C)CO)C[C@H]2C)cc1
4	O=C(CCCCCCC(=O)Nc1ccccc1O)N/N=C/c1ccc(C(F)(F)F)cc1
-2	C[C@H](CO)N1C[C@H](C)[C@H](CN(C)CC2CC2)Oc2cc(C#Cc3ccncc3)ccc2S1(=O)=O
-20	CC1OC(OC2C(OC3C(O[C@H]4CC[C@@]5(C)C(CC[C@]6(C)C5CC=C5[C@@H]7CC(C)(C)C[C@@H](O)[C@]7(C)CC[C@]56C)C4(C)C)OC(C(=O)O)C(O)C3O)OC(CO)C(O)C2O)C(O)C(O)C1O (stereo partly drawn)
1	CC(C)N=C(N)/N=C(\N)Nc1ccc(Cl)cc1
-5	C[C@@H]1CN([C@@H](C)CO)C(=O)Cc2cc(NC(=O)Cc3cn(C)c4ccccc34)ccc2O[C@@H]1CN(C)C(=O)Nc1ccccc1
-7	C[C@H]1CN([C@@H](C)CO)C(=O)c2cc(C#CCC3CCCC3)cnc2O[C@H]1CN(C)Cc1ccccn1
17	C/C=C/c1cnc2c(c1)C(=O)N([C@@H](C)CO)C[C@H](C)[C@H](CN(C)S(=O)(=O)c1ccc(F)cc1)O2

(further entries)
NSD2 block	canonical_smiles
3	COc1ccc([Si](C)(C)[C@H]2[C@H](CCn3cc(CCO)nn3)O[C@@]3(C(=O)N(c4ccccc4)c4ccccc43)[C@@H]2C)cc1
2	[N-]=[N+]=NCc1ccccc1C[C@]1(C(N)=O)N=C(c2ccc(OCCCO)cc2)O[C@H]1c1ccccc1
1	CCCC#Cc1ccc2c(c1)O[C@H](CN(C)S(C)(=O)=O)[C@@H](C)CN([C@@H](C)CO)S2(=O)=O
15	Cc1cc(O)cc(C)c1Cl
0	C[C@@H]1CN([C@@H](C)CO)C(=O)c2cc(NC(=O)CCCCCC(=O)Nc3ccccc3N)ccc2O[C@H]1CN(C)CC1CCCCC1
0	C[C@H]1CN([C@@H](C)CO)C(=O)Cc2cc(N(C)C)ccc2O[C@@H]1CN(C)C(=O)Nc1cccc2ccccc12
7	O=C(N[C@@H]1C=C[C@H](CC(=O)N2CCC(Cc3ccccc3)CC2)O[C@@H]1CO)c1cnccn1
-127	C[C@@H]1CCCCO[C@H](CN(C)C(=O)CCCN(C)C)[C@@H](C)CN([C@H](C)CO)C(=O)c2cc(NS(=O)(=O)c3ccccc3)ccc2O1
27	C[C@H]1CN([C@@H](C)CO)S(=O)(=O)c2ccc(-c3ccccc3)cc2O[C@@H]1CN(C)C(=O)C1CCCCC1
-6	C[C@H](CO)N1C[C@H](C)[C@H](CN(C)CC2CCCCC2)Oc2ccc(NC(=O)Nc3ccccc3)cc2C1=O
2	CC(C)NC(=O)Nc1ccc2c(c1)C(=O)N([C@H](C)CO)C[C@H](C)[C@@H](CN(C)C(=O)Nc1ccccc1)OCCCC[C@H](C)O2
4	CC(C)NC(=O)N(C)C[C@@H]1Oc2ccc(NC(=O)Cn3cnnn3)cc2CC(=O)N([C@H](C)CO)C[C@@H]1C

11 consecutive entries already listed:
NSD2 block	canonical_smiles
2	[N-]=[N+]=NCc1ccccc1C[C@]1(C(N)=O)N=C(c2ccc(OCCCO)cc2)O[C@H]1c1ccccc1
1	CCCC#Cc1ccc2c(c1)O[C@H](CN(C)S(C)(=O)=O)[C@@H](C)CN([C@@H](C)CO)S2(=O)=O
15	Cc1cc(O)cc(C)c1Cl
0	C[C@@H]1CN([C@@H](C)CO)C(=O)c2cc(NC(=O)CCCCCC(=O)Nc3ccccc3N)ccc2O[C@H]1CN(C)CC1CCCCC1
0	C[C@H]1CN([C@@H](C)CO)C(=O)Cc2cc(N(C)C)ccc2O[C@@H]1CN(C)C(=O)Nc1cccc2ccccc12
7	O=C(N[C@@H]1C=C[C@H](CC(=O)N2CCC(Cc3ccccc3)CC2)O[C@@H]1CO)c1cnccn1
-127	C[C@@H]1CCCCO[C@H](CN(C)C(=O)CCCN(C)C)[C@@H](C)CN([C@H](C)CO)C(=O)c2cc(NS(=O)(=O)c3ccccc3)ccc2O1
27	C[C@H]1CN([C@@H](C)CO)S(=O)(=O)c2ccc(-c3ccccc3)cc2O[C@@H]1CN(C)C(=O)C1CCCCC1
-6	C[C@H](CO)N1C[C@H](C)[C@H](CN(C)CC2CCCCC2)Oc2ccc(NC(=O)Nc3ccccc3)cc2C1=O
2	CC(C)NC(=O)Nc1ccc2c(c1)C(=O)N([C@H](C)CO)C[C@H](C)[C@@H](CN(C)C(=O)Nc1ccccc1)OCCCC[C@H](C)O2
4	CC(C)NC(=O)N(C)C[C@@H]1Oc2ccc(NC(=O)Cn3cnnn3)cc2CC(=O)N([C@H](C)CO)C[C@@H]1C

Following part
NSD2 block	canonical_smiles
1	COc1ccc(C#Cc2ccc3c(c2)O[C@H](CN(C)C)[C@H](C)CN([C@H](C)CO)S3(=O)=O)cc1
-9	CCCC#Cc1cnc2c(c1)C(=O)N([C@@H](C)CO)C[C@@H](C)[C@H](CN(C)CCC)O2
-2	CNC[C@@H]1Oc2ccc(N(C)C)cc2CC(=O)N([C@H](C)CO)C[C@H]1C
-9	C[C@H]1CCCCO[C@H](CN(C)S(=O)(=O)c2cn(C)cn2)[C@@H](C)CN([C@@H](C)CO)C(=O)c2cc(NC(=O)Nc3ccc(C(F)(F)F)cc3)ccc2O1
-7	C[C@@H]1CN([C@H](C)CO)C(=O)c2cc(C#CC3CC3)cnc2O[C@H]1CN(C)C(=O)c1ccccc1
6	C[C@H](CO)N1C[C@H](C)[C@@H](CN(C)C(=O)Nc2ccccc2)Oc2c(NC(=O)c3ccncc3)cccc2C1=O
0	Cc1ccc(S(=O)(=O)N(C)C[C@H]2OCCCC[C@H](C)Oc3ccc(NC(=O)NC4CCCCC4)cc3C(=O)N([C@H](C)CO)C[C@H]2C)cc1
